Assay outcomes (PubChem)
FEN1 inhibitor = qHTS Assay for the Inhibitors of Human Flap endonuclease 1 (FEN1). Recombinant FEN1 flap cleavage, fluorescence, 15 min. Potency, µM (highest dose often 114 µM), inactives show at the top dose activity change, negative = inhibition, actives largely listed as inhibitors. P39748. actives 0.35% (n = 390,000); further: nearly all actives have a fitted effect of over 65% in size
Target sequence (P39748 whole entry, looked up): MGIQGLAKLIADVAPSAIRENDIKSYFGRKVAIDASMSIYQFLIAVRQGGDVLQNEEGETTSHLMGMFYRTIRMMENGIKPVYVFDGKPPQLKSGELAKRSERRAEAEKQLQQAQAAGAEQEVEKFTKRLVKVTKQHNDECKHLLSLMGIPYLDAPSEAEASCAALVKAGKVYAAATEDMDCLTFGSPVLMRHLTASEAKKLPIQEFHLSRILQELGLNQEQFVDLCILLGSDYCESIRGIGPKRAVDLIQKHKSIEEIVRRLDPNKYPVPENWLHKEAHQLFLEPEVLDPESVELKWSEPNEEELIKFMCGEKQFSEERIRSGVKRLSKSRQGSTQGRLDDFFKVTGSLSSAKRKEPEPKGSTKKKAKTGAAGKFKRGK
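Concentration–response screening of FEN1 (10 nM): 15 min compound preincubation at room temperature, reaction started with 50 nM substrate and read at 0 and 15 min. Corrected, normalized data were fitted by a four-parameter Hill equation.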
N370S GC = qHTS Assay for Inhibitors and Activators of N370S glucocerebrosidase as a Potential Chaperone Treatment of Gaucher Disease; Lysosomal acid glucosylceramidase (Homo sapiens), P04062; N370S GC spleen homogenate, 4MU-glucoside fluorescence; Potency, µM (doses to about 59.4 µM), inactives show at the top dose activity change, negative = inhibition, usual class: inhibitors; actives 0.092% (n = 330,000);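 further: 0% = full enzyme activity and -100% = no enzyme basal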
TDP1 block = qHTS Assay for Inhibitors of Tyrosyl-DNA Phosphodiesterase (TDP1); AID 485290, 2010; recombinant TDP1, AlphaScreen DNA substrate cleavage; actives 0.28% (n = 350,000); Potency, µM (top dose mostly 130 µM), inactives show at the top dose activity change, negative = inhibition, most hits filed as inhibitors; Tyrosyl-DNA phosphodiesterase 1 (Homo sapiens), Q9NUW8; further: nearly all actives have a fitted effect of over 40% in size
Target sequence (Q9NUW8 whole entry, looked up): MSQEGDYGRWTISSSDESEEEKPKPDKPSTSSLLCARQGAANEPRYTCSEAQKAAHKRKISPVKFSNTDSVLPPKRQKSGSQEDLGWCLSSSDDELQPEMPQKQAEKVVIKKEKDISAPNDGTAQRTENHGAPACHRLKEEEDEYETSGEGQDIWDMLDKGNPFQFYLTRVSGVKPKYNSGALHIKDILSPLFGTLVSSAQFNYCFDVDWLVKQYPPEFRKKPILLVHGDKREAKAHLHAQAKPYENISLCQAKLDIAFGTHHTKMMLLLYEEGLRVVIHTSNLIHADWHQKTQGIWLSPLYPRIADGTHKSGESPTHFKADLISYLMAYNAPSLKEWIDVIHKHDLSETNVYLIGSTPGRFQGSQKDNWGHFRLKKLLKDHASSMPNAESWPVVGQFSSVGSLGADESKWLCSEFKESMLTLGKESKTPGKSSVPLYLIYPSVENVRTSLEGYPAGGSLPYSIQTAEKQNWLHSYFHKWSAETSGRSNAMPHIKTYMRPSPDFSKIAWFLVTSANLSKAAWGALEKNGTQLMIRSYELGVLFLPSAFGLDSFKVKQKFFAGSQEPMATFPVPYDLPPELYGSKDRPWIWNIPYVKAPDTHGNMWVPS
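Enzyme-compound mixtures sat 15 min at room temperature, followed by a 5 min reaction with 15 nM final substrate and 10 min with AlphaScreen beads. Recombinant human Tdp1 was used at 1 nM final.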
* = called active by the depositor; ? = inconclusive; · = not tested or not shown; [ ] = remark or other dose. The call rests on the fitted dose curve; in most records, active means well fitted curve in the direction sought with a large enough effect; inconclusive means small, poorly fitted or top-dose-only effect, or another doubt; inactive means no such curve, though single readings can be large; an effect the other way counts as inactive or inconclusive. Unless noted, on the % scale 0 is the no-effect control and ±100 the full control effect; potency means the concentration at half of the fitted maximal effect.

SMILES	FEN1 inhibitor	N370S GC	TDP1 block
Cc1nc(N2CCN(c3ccccc3O)CC2)c2c(-c3ccccc3)csc2n1	6%	-14%	-13%
CCCCc1ccc(NC(=O)Nc2cccnc2)cc1	-16%	11µM*	3%
COc1ccc(O[C@H]2C=C[C@@H](c3ccccc3)O[C@@H]2CO/N=C/C[C@@H]2C=C[C@H](OC(C)=O)[C@@H](COC(C)=O)O2)cc1	·	10%	0%
CCOc1cc(C2Nc3ccccc3C(=O)N2c2ccccc2OC)ccc1O (stereo not drawn)	3%	15%	0%
Cc1cccc(C)c1OCC(=O)NNC(=O)CCNC(=O)c1ccc(Br)cc1	5%	-5%	2%
CCc1nnc(NC(=O)c2ccc(Br)o2)s1	1%	0%	·
COc1ccc(S(=O)(=O)N(Cc2ccccc2)c2ccccc2C(=O)O)cc1	0%	-4%	·
COCCn1nnnc1SCC(=O)c1ccc(F)cc1	-1%	-1%	4%[56.1 µM]
O=C(CCCN1C(=O)c2ccccc2C1=O)Nc1sc2c(c1C(=O)NCc1ccco1)CCC2	-8%	-3%	2%
Cc1c(CN2CCN(C)C(CCO)C2)[nH]c2c(Cl)cccc12 (stereo not drawn)	6%	1%	·
CN1CCN(NC(=O)c2cc(S(=O)(=O)N3CCOCC3)c(Cl)cc2Cl)CC1	1%	-3%	4%
CCOc1nnc(C)c2c(C)n(-c3cccc(OC)c3)nc12	-4%	5%	2%
O=C(NCCN1CCOCC1)c1ccc2c(c1)ncn2C1CCCC1	-3%	-4%	-1%
Cc1no[n+]([O-])c1COc1cccc(/C=C2\N=C(c3ccccc3)OC2=O)c1	-3%	-1%	2%
O=C(CSc1nnc(-c2ccc(F)cc2)o1)c1ccc2c(c1)OCCO2	-2%	4%	7%
COc1cc(CCC(=O)OCC(=O)Nc2ccc(Br)cc2F)cc(OC)c1OC	5%	-6%	8%[0.0935 µM]
Cc1cccc(N2CCN(C(=O)/C=C/c3cccs3)CC2)c1C	?	9%	-5%
CN(C)C(=O)c1cn(CCC#N)nc1-c1ccc2ccccc2c1	8%	-13%	·
Cc1ccccc1CS(=O)(=O)CCC(=O)NCc1ccccn1	-13%	-13%	6%
COc1ccc(-c2csc(NC(=S)NC(=O)c3cccs3)n2)cc1OC	-35%	21%	0%
COc1cccc(CNC(=O)c2cc3c(C)nc4ccccc4c3o2)c1	3%	-22%	7%
CC(=O)NC1C(OCc2ccccc2)OC2COC(C)(C)OC2C1O (stereo not drawn)	-3%	-12%	2%
Cc1ccc(N/C=C2/Sc3ccccc3NC2=O)cc1	5%	-3%	1%
COc1ccc(-c2cc(-c3ccccc3)nc(SCC(=O)Nc3ncc(C)s3)c2C#N)cc1	-8%	-1%	3%
O=C(Oc1c(-c2ccccc2)c(=O)n2c3c(cccc13)CC2)c1ccccc1	-21%	?	10%
CCCC1=Nc2cc(C(=O)NCCOC)ccc2Sc2ccccc21	12%	·	0%
CCc1ccccc1NC(=O)CCCN1C(=O)c2cccnc2C1=O	-1%	-12%	·
CCCCN(C)Cc1cc(=O)oc2cc3c(cc12)CCCC3	-8%	-5%	3%
Cc1nn(C)c(C(=O)N/N=C/c2cccc3ccccc23)c1Cl	-3%	7%	0%
CCOc1ccc(NC(=O)CSc2ccc3nnc(-c4ccccn4)n3n2)cc1	-2%	0%	3%
CN(C)S(=O)(=O)c1cc(NC(=O)COC(=O)/C=C/c2ccco2)ccc1Cl	?	-3%	-1%
CCCCOc1ccc(Cn2c(=O)oc3ccc(C)cc32)cc1	-5%	·	0%
CCOc1cc(-c2cc(N)n[nH]2)cc(OCC)c1OCC	3%	2%	5%
C=CCn1c(SC(C)C(N)=O)nc2sc(CC)cc2c1=O (stereo not drawn)	-11%	1%	0%
CSCCC(NS(=O)(=O)c1ccc2c(c1)oc(=O)n2C)C(=O)NC1CCC(C)CC1 (stereo not drawn)	0%	18%	0%
CC(C)(C)N1CCC1CN (stereo not drawn)	13%	-2%	3%
COc1ccccc1-n1c(SCC(=O)Nc2cccc(C(=O)O)c2)nnc1-c1ccccc1O	15%	-16%	·
COc1ccc(Cn2c(C)c(C)c(C#N)c2NC(=O)Nc2cccc(C)c2)cc1	?	8%	-3%
Cc1ccc(SCCC(=O)N/N=C/c2ccccc2O)cc1	-18%	11%	3%
CCc1nc(C)ccc1OCC(=O)N(CC)CC	-2%	21%	·

No new results follow: 15 of the compounds above.
SMILES	FEN1 inhibitor	N370S GC	TDP1 block
Cc1ccc(N/C=C2/Sc3ccccc3NC2=O)cc1	5%	-3%	1%
COc1ccc(-c2cc(-c3ccccc3)nc(SCC(=O)Nc3ncc(C)s3)c2C#N)cc1	-8%	-1%	3%
O=C(Oc1c(-c2ccccc2)c(=O)n2c3c(cccc13)CC2)c1ccccc1	-21%	?	10%
CCCC1=Nc2cc(C(=O)NCCOC)ccc2Sc2ccccc21	12%	·	0%
CCc1ccccc1NC(=O)CCCN1C(=O)c2cccnc2C1=O	-1%	-12%	·
CCCCN(C)Cc1cc(=O)oc2cc3c(cc12)CCCC3	-8%	-5%	3%
Cc1nn(C)c(C(=O)N/N=C/c2cccc3ccccc23)c1Cl	-3%	7%	0%
CCOc1ccc(NC(=O)CSc2ccc3nnc(-c4ccccn4)n3n2)cc1	-2%	0%	3%
CN(C)S(=O)(=O)c1cc(NC(=O)COC(=O)/C=C/c2ccco2)ccc1Cl	?	-3%	-1%
CCCCOc1ccc(Cn2c(=O)oc3ccc(C)cc32)cc1	-5%	·	0%
CCOc1cc(-c2cc(N)n[nH]2)cc(OCC)c1OCC	3%	2%	5%
C=CCn1c(SC(C)C(N)=O)nc2sc(CC)cc2c1=O (stereo not drawn)	-11%	1%	0%
CSCCC(NS(=O)(=O)c1ccc2c(c1)oc(=O)n2C)C(=O)NC1CCC(C)CC1 (stereo not drawn)	0%	18%	0%
CC(C)(C)N1CCC1CN (stereo not drawn)	13%	-2%	3%
COc1ccccc1-n1c(SCC(=O)Nc2cccc(C(=O)O)c2)nnc1-c1ccccc1O	15%	-16%	·

Carrying on:
SMILES	FEN1 inhibitor	N370S GC	TDP1 block
CN1CCN(S(=O)(=O)c2cccs2)CC1	1%	-4%	-8%
COc1ccc(C(=O)NC(=S)N2CCOCC2)cc1OC	19%	-11%	-2%
CC(C)Cn1c(N)c(C(=O)COC(=O)COc2cccc(C(F)(F)F)c2)c(=O)n(C)c1=O	0%	-28%	-2%
CCCCN(C(=O)CCC(=O)Nc1cc(C)on1)C(C(=O)NC1CCCC1)c1ccc(F)cc1 (stereo not drawn)	-2%	-19%	-8%
N#Cc1ccc(OCC(O)CN2CCC(C(O)(c3ccccc3)c3ccccc3)CC2)cc1 (stereo not drawn)	-21%	-14%	3%
O=C1N[C@H](Cc2ccccc2)C(=O)N1Cc1cccc2ccccc12	·	-5%	7%
Cc1c(C(=O)N2CCCC(C)C2)sc2ncnc(N3CCCCC3C)c12 (stereo not drawn)	-15%	-1%	3%
CO/N=C\Cc1oc(=O)c(NC(=O)c2ccccc2)cc1C(=O)OC	10%	4%	2%
CCc1cccc(NC(=O)c2ccc(CNS(=O)(=O)c3ccc4c(c3)C(C)(C)C(=O)N4C)cc2)c1	-1%	·	3%
Cc1ccc(CN2CCN(C(=O)CCC(=O)Nc3nnc(C(C)C)s3)CC2)c(C)c1	0%	0%	1%
COc1cccc(-c2cn3c(n2)sc2cc(C(=O)NCCCc4ccccc4)ccc23)c1	2%	·	9%
COC(=O)C(C)Oc1ccc(-c2nccc(-c3cccs3)n2)cc1 (stereo not drawn)	-15%	-13%	-3%
Cn1c(SCC(=O)N2CCc3ccccc32)nnc1-c1ccc(S(=O)(=O)N2CCCC2)cc1	19%	10%	-1%
CC1CCCCN1CCCNC(=O)c1nn(C)c2c1CSc1ccccc1-2 (stereo not drawn)	-9%	-5%	0%
CC1(c2ccc3ccccc3c2)NC(=O)N(CC(N)=O)C1=O (stereo not drawn)	19%	-1%	·
O=C(COC(=O)CSc1ccc2ccccc2c1Br)NC1CC1	-8%	2%	0%
COc1ccc(NC(=O)C2CC2)cc1OC1CCCC1	3%	-11%	·
O=C(Cc1ccccc1F)Nc1nc(-c2ccc(F)c(F)c2)cs1	-24%	2%	6%
COc1ccc(C(=O)NCC(=O)OCc2ccc(Br)cc2)cc1	2%	3%	-5%
Cc1c(OCC(=O)Nc2cccnc2)ccc2c3c(c(=O)oc12)CCC3	-3%	4%	-3%
CCCCCCc1nnc(N)s1	7%	7%	-2%
COC(=O)Cc1nc2ccccc2[nH]1	4%	-18%[2.35 µM]	8%
CCc1sc(C(=O)Nc2ccc3nc(C)sc3c2)cc1C	-24%	·	0%
Cn1c(Oc2ccc(Cl)cc2)c(C=O)c2ccccc21	-15%	-19%	-3%
Cn1c(CN2CCCCC2)nc2cc(NC(=O)c3ccccc3)ccc21	7%	3%	5%
CCN1CCC2(CC1)Oc1c(OC)cccc1C1CC(c3cccnc3)=NN12 (stereo not drawn)	13%	-18%	1%
O=C(Nc1nccs1)C1CCCN1S(=O)(=O)c1ccc(F)cc1 (stereo not drawn)	1%	5%	-4%
CC(C)(C)NC(=O)/C=C/c1ccc(C(F)(F)F)cc1	-2%	-4%	0%
O=C(O)c1cccc(S(=O)(=O)N(Cc2ccccc2)c2ccc(Cl)cc2)c1	-13%	2%	·
COc1cccc(Cn2c(C)c(CNC3CCCCC3)c(C(=O)O)c2C)c1	-2%	·	3%
C=CCOc1ccc(CN(C)CC(=O)N(CC(C)C)c2c(N)n(CC(C)C)c(=O)[nH]c2=O)cc1	1%	0%	3%
Fc1cc(F)c2ncc3c(-c4ccccc4)nn(-c4cccc(Cl)c4)c3c2c1	-5%	·	-2%
O=C(O)c1ccc(Nc2nc(-c3ccc([N+](=O)[O-])cc3)nc3ccccc23)cc1	?	-6%	·
CCOc1ccc(OCCCC(=O)ON=C(N)c2ccccc2C)cc1	2%	·	-10%
CCOC(=O)N1CCN(Cc2nnc(-c3ccccc3C)o2)CC1	0%	-5%	·
COc1ccc(Nc2cc(C)nc3ncnn23)cc1Cl	39%	1%	6%
O=C(O)CSCC(=O)N(c1ccccc1)c1ccccc1	15%	0%	1%
COC(=O)[C@H]1C[C@@H]2CC[C@@H](O)C[C@@H]2N1Cc1c(F)cccc1Cl	·	-1%	3%
CC1=C(C(=O)OC(C)C)C(c2ccccc2Cl)CC(=O)N1 (stereo not drawn)	-23%	1%	7%
COc1ccc(C(=O)Cn2c(=O)c(CCC(=O)O)nn3c4ccccc4nc23)cc1OC	17%	4%	4%
Cc1sc(NC(=O)CCl)c(C(=O)c2ccccc2)c1C	-11%	-1%	6%
Brc1ccc(-c2nnc3ccc(Nc4ccccc4)nn23)cc1	·	-4%	3%
COc1ccc(C(=O)N(Cc2ccc(N(C)C)cc2)Cc2ccco2)cc1Cl	-16%	·	15%
Cn1c(=O)c2c(nc(N3CCOCC3)n2CC(=O)c2ccccc2)n(C)c1=O	·	5%	1%
CC(=O)N1c2ccccc2S(=O)(=O)c2ccccc21	18%	-13%	-3%
O=S(=O)(c1cccc(Cl)c1Cl)N1CCCCC1	1%	1%	-1%
O=C(COc1cccc(NC(=O)c2ccccc2)c1)c1ccc(F)cc1	-12%	-9%	5%
COc1ccc(Nc2nc(C)cc(C)c2C(N)=O)cc1	-7%	-5%	2%
Cc1ccnc2nc(C(=O)NC3CCCc4ccccc43)nn12 (stereo not drawn)	-2%	11%	-5%
O=C(c1ccco1)N1CCN(Cc2nnnn2CCc2ccccc2)CC1	0%	7%	2%
Cc1cccc(C(=O)n2nc(-c3ccco3)nc2NCc2ccccc2)c1	12%	·	7%
COc1cc(SC)ccc1C(=O)Nc1ccc2c(c1)CCC2	5%	4%	·
CC(=O)Nc1ccc(C(=O)CSc2nnnn2C2CCCC2)cc1	15%	2%	6%
O=C(CCCc1ccccc1)Nc1cccnc1	-1%	-22%	3%
COc1cccc(CNC(=O)C2CCCN(c3nn4c(=O)cc(C)nc4s3)C2)c1 (stereo not drawn)	-1%	-3%	-2%
CC(C)(Oc1ccc(Cl)cc1)C(=O)N/N=C/c1cn[nH]c1-c1ccccc1	-6%	·	-7%
CC1CC=CC2C1C(=O)N(Cc1ccccc1)C2c1ccc(F)c(-c2ccc(N(C)C)cc2)c1 (stereo not drawn)	-17%	0%	20%
COc1cc2c(C)nc(C)c(C#N)c2cc1OC	-12%	6%	7%
CCC(=O)c1cn(CC(=O)Nc2ccccc2Cl)c2ccccc12	-1%	0%	·
COC(=O)c1cc(Br)c(=O)n(CC(C)C)c1	9%	1%	5%
COC(=O)CN1C(=O)[C@@H]2[C@H](C1=O)[C@@H]1CC(C(=O)OC)=C[C@@H](C(=O)OC)C3C1=C(C(=O)[C@]3(C)NC(=O)c1ccccc1)[C@@H]2C (stereo partly drawn)	15%	-5%	3%
COc1ccc(N2C(=O)NC3CC2(C)Oc2ccc(Br)cc23)cc1OC (stereo not drawn)	7%	0%	-1%
